U2OS ROS induce – raises reactive oxygen species in U2OS cancer cells; ROS induction (% of piperlongumine), % at 10 µM; 46,000 tested, 2% active; U2OS ROS induction, H2DCF-DA fluorescence; in the data active = ROS induction above about 79%, passing the limit was not always enough; inconclusive = no clear call, values can overlap the other calls;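 note: 0% = DMSO vehicle median and 100% = reference compound median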
* marks the source's active call; other numbers are inactive results; ? = inconclusive. These rows are one share of the data; the hit share may differ from the screen's.

SMILES	U2OS ROS induce
Cc1ccc(F)cc1S(=O)(=O)N[C@@H]1CCN(Cc2ccc(OCCO)cc2)C1	2
CNC[C@@H]1Oc2c(NC(=O)c3cc(C)nn3C)cccc2C(=O)N([C@@H](C)CO)C[C@H]1C	-5
CCCC[C@@H](C)/C=C(C)/C=C(\C)C(=O)NC1=C[C@@](O)(/C=C/C=C/C=C/C(=O)NC2C(=O)CCC2=O)[C@@H]2O[C@@H]2C1=O	9
Cc1ccc(S(=O)(=O)N(C)C[C@@H]2Oc3ccc(NS(=O)(=O)c4ccc(Cl)cc4)cc3C(=O)N([C@H](C)CO)C[C@@H]2C)cc1	32
C[C@@H]1CN([C@@H](C)CO)C(=O)c2cc(NC(=O)CCC(F)(F)F)ccc2O[C@@H]1CN(C)C(=O)Nc1ccc2c(c1)OCO2	11
O=C(O)C1=CCCN(CCON=C(c2ccccc2)c2ccccc2)C1	-4
CCC(=O)Oc1ccc(/C=C/c2ccccc2)cc1OC	-3
C[C@@H]1CN([C@H](C)CO)C(=O)Cc2cc(NC(=O)CCC(F)(F)F)ccc2O[C@@H]1CN(C)Cc1ccncc1	1
C[C@H](CO)N1C[C@H](C)[C@H](CN(C)Cc2ccc3c(c2)OCO3)Oc2c(NC(=O)C3CCOCC3)cccc2C1=O	-9
CC1CCCCN1C(=O)c1ccccc1NS(=O)(=O)c1ccc2ccccc2c1 (configuration not stated)	4
CC#C[C@]1(O)CC[C@H]2[C@@H]3CCC4=CC(=O)CCC4=C3[C@@H](c3ccc(N(C)C)cc3)C[C@@]21C	38
C[C@H]1CN([C@@H](C)CO)C(=O)c2cccc(NC(=O)c3nc4ccccc4s3)c2O[C@H]1CN(C)S(=O)(=O)c1ccc(Cl)cc1	10
C[C@H]1CN([C@@H](C)CO)C(=O)c2cccc(NC(=O)C3CCOCC3)c2O[C@H]1CN(C)Cc1ccc(-c2ccccc2)cc1	-5
Cc1ccc(S(=O)(=O)N(C)C[C@@H]2Oc3ccc(NC(=O)Cc4cn(C)c5ccccc45)cc3CC(=O)N([C@@H](C)CO)C[C@@H]2C)cc1	9
Cn1c(SCc2nc3ccccc3s2)nnc1-c1cccs1	-5
C[C@@H]1CN([C@@H](C)CO)C(=O)c2cc(NS(C)(=O)=O)ccc2O[C@H]1CN(C)S(=O)(=O)c1cccs1	-6
CCOC(=O)C1CCC(CNCc2ccccc2C)CC1 (configuration not stated)	-18
C[C@H]1CN([C@@H](C)CO)C(=O)c2cc(NC(=O)NC3CCCCC3)ccc2O[C@H]1CN(C)Cc1ccc(Oc2ccccc2)cc1	2
NC(=O)C1=CN(Cc2ccccc2)CCC1C(F)(F)F (configuration not stated)	8
O=c1c(O)cccc2cc(O)c(O)c(O)c12	-11

A few values from above:
Value of `CCC(=O)Oc1ccc(/C=C/c2ccccc2)cc1OC` in U2OS ROS induce: -3
Value of `C[C@@H]1CN([C@@H](C)CO)C(=O)c2cc(NC(=O)CCC(F)(F)F)ccc2O[C@@H]1CN(C)C(=O)Nc1ccc2c(c1)OCO2` in U2OS ROS induce: 11
Value of `CCCC[C@@H](C)/C=C(C)/C=C(\C)C(=O)NC1=C[C@@](O)(/C=C/C=C/C=C/C(=O)NC2C(=O)CCC2=O)[C@@H]2O[C@@H]2C1=O` in U2OS ROS induce: 9

(listing goes on)
SMILES	U2OS ROS induce
N/C(=N/C(=S)Nc1ccccc1)N1CCOCC1	-5
C[C@H]1CN([C@@H](C)CO)C(=O)c2cc(NC(=O)NC3CCCCC3)ccc2O[C@H]1CN(C)Cc1ccc(C(=O)O)cc1	14
CCOC(=O)c1ccc(SC)cc1OC	7
O=C(CCN1C(=O)C2C3C=CC(C3)C2C1=O)N1CCCCC1 (configuration not stated)	14
CCN(CC)CCOC(=O)C(c1ccccc1)C1CCCCC1 (configuration not stated)	-9
O=C(CCCCCC(=O)N/N=C/c1cccnc1)NO	-14
Cc1ccc(-c2nc(S(=O)(=O)c3ccc(F)cc3)c(NCc3ccco3)o2)cc1	6
COc1ccc(S(=O)(=O)N(C)C[C@H]2Oc3ccc(NC(=O)c4ccncc4)cc3C(=O)N([C@@H](C)CO)C[C@@H]2C)cc1	10
COc1ccc(NC(=O)N(C)C[C@@H]2Oc3ccc(NS(=O)(=O)c4ccccc4)cc3C(=O)N([C@H](C)CO)C[C@H]2C)cc1	43
Cc1ccc(S(=O)(=O)N(C)C[C@H]2Oc3ccc(NC(=O)Nc4cccc5ccccc45)cc3C(=O)N([C@H](C)CO)C[C@@H]2C)cc1	45
Cc1ccc(S(=O)(=O)Nc2cccc3c2O[C@@H](CN(C)Cc2ccc(C(=O)Nc4ccccc4N)cc2)[C@H](C)CN([C@H](C)CO)C3=O)cc1	6
COc1ccc(S(=O)(=O)N(C)CC(=O)Nc2cccc(C(F)(F)F)c2)cc1	8
C=CCSc1nnc(-c2ccc(C)cc2)o1	-3
CNC(=O)C1OC(C)(C(C)(C)C)OC1C(=O)NC (configuration not stated)	-4
CSc1sc(C(=O)Nc2cccc(Cl)c2)c(-c2cccs2)c1C#N	44
C[C@@H]1CN([C@H](C)CO)C(=O)c2cccc(NC(=O)C3CC3)c2O[C@@H]1CN(C)S(=O)(=O)c1ccccc1	-1
COc1ccc(NC(=O)N(C)C[C@H]2OCCCC[C@@H](C)Oc3ccc(NC(=O)Nc4ccc5c(c4)OCO5)cc3C(=O)N([C@H](C)CO)C[C@@H]2C)cc1	4
C[C@@H]1CN([C@H](C)CO)C(=O)c2cc(NC(=O)CCN3CCOCC3)ccc2O[C@H]1CN(C)C(=O)Nc1ccc(C(F)(F)F)cc1	-4
C[C@H]1CN([C@@H](C)CO)C(=O)c2cc(NC(=O)C3CC3)ccc2O[C@H]1CN(C)CC1CC1	-25
C[C@H](CO)N1C[C@H](C)[C@@H](CN(C)Cc2ccc(-c3ccccc3)cc2)Oc2c(NC(=O)c3cnccn3)cccc2C1=O	45

Six entries from above, as a markdown table:
| mol | U2OS ROS induce |
| --- | --- |
| CCN(CC)CCOC(=O)C(c1ccccc1)C1CCCCC1 (configuration not stated) | -9 |
| O=C(CCCCCC(=O)N/N=C/c1cccnc1)NO | -14 |
| Cc1ccc(-c2nc(S(=O)(=O)c3ccc(F)cc3)c(NCc3ccco3)o2)cc1 | 6 |
| COc1ccc(S(=O)(=O)N(C)C[C@H]2Oc3ccc(NC(=O)c4ccncc4)cc3C(=O)N([C@@H](C)CO)C[C@@H]2C)cc1 | 10 |
| COc1ccc(NC(=O)N(C)C[C@@H]2Oc3ccc(NS(=O)(=O)c4ccccc4)cc3C(=O)N([C@H](C)CO)C[C@H]2C)cc1 | 43 |
| Cc1ccc(S(=O)(=O)N(C)C[C@H]2Oc3ccc(NC(=O)Nc4cccc5ccccc45)cc3C(=O)N([C@H](C)CO)C[C@@H]2C)cc1 | 45 |

Remaining list, next part.
SMILES	U2OS ROS induce
Cn1nnnc1SCC(=O)Nc1ccc2ccccc2c1	-4
C[C@H](CO)N1C[C@H](C)[C@H](CN(C)C(=O)Nc2ccccc2)Oc2ccc(NC(=O)CCCCCC(=O)Nc3ccccc3N)cc2C1=O	-2
O=C(c1cc2c(=O)oc3ccccc3c2s1)N1CCN(c2cccc(C(F)(F)F)c2)CC1	-16
CNC(=O)[C@H]1O[C@@H](n2cnc3c(NCc4cccc(I)c4)ncnc32)C(O)[C@H]1O (some centres not stated)	4
C[C@H](CO)N1C[C@H](C)[C@H](CN(C)Cc2ccncc2)Oc2ncc(C#CCN(C)C)cc2C1=O	-32
C[C@@H]1CN([C@@H](C)CO)C(=O)Cc2cc(NC(=O)Nc3ccc(C(F)(F)F)cc3)ccc2O[C@@H]1CN(C)Cc1ccc(Oc2ccccc2)cc1	17
COc1ccc(NC(=O)Nc2ccc3c(c2)C(=O)N([C@@H](C)CO)C[C@H](C)[C@H](CN(C)Cc2ccc(Oc4ccccc4)cc2)O3)cc1	0
CCOc1ccc(C(NC(=O)c2ccco2)NC(=O)c2ccco2)cc1OC	-8
COc1ccc(NC(=O)N(C)C[C@@H]2Oc3ccc(NC(=O)Nc4ccccc4)cc3C(=O)N([C@@H](C)CO)C[C@@H]2C)cc1	4
C[C@@H]1CN([C@H](C)CO)C(=O)CCCn2nncc2CO[C@@H]1CN(C)S(=O)(=O)c1ccc(-c2ccccc2)cc1	14
CN(C(=O)c1ccc2c(Cl)c3c(nc2c1)CCC3)c1ccccc1Cl	17
Cc1ccc(S(=O)(=O)NC(=O)CSc2nc3ccccc3s2)cc1	-3
COc1ccc(S(=O)(=O)N(C)C[C@H]2Oc3ccc(NS(=O)(=O)c4c(C)noc4C)cc3C(=O)N([C@H](C)CO)C[C@H]2C)cc1	-3
C[C@@H]1CN([C@@H](C)CO)C(=O)c2cc(NC(=O)CCN3CCOCC3)ccc2O[C@H]1CN(C)C(=O)Nc1cccc2ccccc12	22
C[C@@H]1CN([C@H](C)CO)C(=O)CCCn2cc(nn2)CO[C@H]1CN(C)C(=O)c1ccccc1	-12
Cc1c(C(=O)NC2CCCCC2)c(C)n2cnn(CC(=O)NCCCN3CC(C)CC(C)C3)c(=O)c12 (configuration not stated)	32
C[C@H](CO)N1C[C@H](C)[C@H](CN(C)S(=O)(=O)c2ccc(Cl)cc2)Oc2ccc(NC(=O)Nc3ccc4c(c3)OCO4)cc2CC1=O	43
Nc1nc(SCc2nc(-c3ccccc3)no2)n[nH]1	-13
N#Cc1cc2c(nc1SCC(=O)Nc1ccccc1C(F)(F)F)CCCCC2	5
CC(C(=O)Oc1cccc2cccnc12)N1C(=O)c2ccccc2C1=O (configuration not stated)	-5
O=C(NCSCc1cccc(C(F)(F)F)c1)Nc1ccc(F)c(Cl)c1	-3
Cc1ccc(NC(=O)CN(c2ccc(Br)c(C)c2)S(C)(=O)=O)cc1	1
C[C@@H]1CN([C@H](C)CO)C(=O)c2cccc(NC(=O)Nc3cccc4ccccc34)c2O[C@@H]1CN(C)Cc1ccccc1	4
CCCCn1c(SCC(=O)NCc2ccc(C)cc2)nc2ccc(N3CCOCC3)cc2c1=O	19
O=C(O)C1CCCCC1C(=O)Nc1ccc([N+](=O)[O-])cc1 (configuration not stated)	2
CC(C)(Oc1ccc(Br)cc1)C(=O)O	-8
Cc1nc2ccccc2nc1N=C(N)NC(=O)c1ccccc1	26
C[C@H](CO)N1C[C@H](C)[C@H](CN(C)Cc2ccncc2)Oc2ccc(NC(=O)Cc3cn(C)c4ccccc34)cc2C1=O	-11
C[C@@H]1CN([C@H](C)CO)C(=O)Cc2cc(NC(=O)c3ccncc3)ccc2O[C@@H]1CN(C)Cc1ccc(Oc2ccccc2)cc1	23
C[C@H](CO)N1C[C@H](C)[C@@H](CN(C)C(=O)Nc2ccc3c(c2)OCO3)Oc2c(NC(=O)C3CCOCC3)cccc2C1=O	-11
O=C(Nc1csc2ccccc12)N1CCN(C(c2ccccc2)c2ccccc2)CC1	-6
COc1cc2cc(Oc3ccc4ccc(=O)oc4c3)c(=O)oc2cc1O	-15
COc1cccc2cc(C(=O)C3C(=O)C(=O)N(CCCN(C)C)C3c3ccccc3F)oc12 (configuration not stated)	-7
C[C@@H]1CCCCO[C@H](CN(C)Cc2ccc(C(F)(F)F)cc2)[C@@H](C)CN([C@H](C)CO)C(=O)c2cc(NC(=O)Cc3ccccc3)ccc2O1	-9
Cc1ccc(S(=O)(=O)N(C)C[C@H]2Oc3ccc(NC(=O)CCN4CCOCC4)cc3C(=O)N([C@H](C)CO)C[C@@H]2C)cc1	-2
COc1ccc(OC)c(NC(=O)CSc2nnc(-c3ccccc3)n2-c2ccccc2)c1	?
CC(C)NC(=O)Nc1cccc2c1O[C@@H](CN(C)S(=O)(=O)c1ccc(F)cc1)[C@@H](C)CN([C@H](C)CO)C2=O	-18
Cc1noc(C)c1S(=O)(=O)Nc1ccc2c(c1)C(=O)N([C@H](C)CO)C[C@H](C)[C@@H](CN(C)CC1CCCCC1)OCCCC[C@@H](C)O2	2
C[C@@H]1CCCCO[C@@H](CN(C)C(=O)c2ccncc2)[C@@H](C)CN([C@H](C)CO)C(=O)c2cc(NS(=O)(=O)c3cccs3)ccc2O1	16
C[C@@H]1CN([C@@H](C)CO)C(=O)c2cccc(NC(=O)Nc3ccc4c(c3)OCO4)c2O[C@@H]1CN(C)Cc1ccc(C(=O)Nc2ccccc2N)cc1	9

5 successive compounds already listed, for reference:
SMILES	U2OS ROS induce
O=C(NCSCc1cccc(C(F)(F)F)c1)Nc1ccc(F)c(Cl)c1	-3
Cc1ccc(NC(=O)CN(c2ccc(Br)c(C)c2)S(C)(=O)=O)cc1	1
C[C@@H]1CN([C@H](C)CO)C(=O)c2cccc(NC(=O)Nc3cccc4ccccc34)c2O[C@@H]1CN(C)Cc1ccccc1	4
CCCCn1c(SCC(=O)NCc2ccc(C)cc2)nc2ccc(N3CCOCC3)cc2c1=O	19
O=C(O)C1CCCCC1C(=O)Nc1ccc([N+](=O)[O-])cc1 (configuration not stated)	2

(list continues)
SMILES	U2OS ROS induce
CCOC(=O)C(Cc1ccc(O)cc1)NC(C)=O (configuration not stated)	-14
Cc1nn(CC(=O)Nc2cc(Cl)cc(Cl)c2)c(C)c1[N+](=O)[O-]	-4
Cc1ccn(CN2CCN(Cn3ccc(C)n3)C2=S)n1	9
Cc1ccnc(NS(=O)(=O)c2ccc(NC(=O)c3csc(C)c3)cc2)n1	1
C[C@@H]1CN([C@H](C)CO)C(=O)c2cccc(NC(=O)Nc3ccc(C(F)(F)F)cc3)c2O[C@H]1CN(C)C(=O)Nc1ccc(C(F)(F)F)cc1	2
COc1ccc(S(=O)(=O)Nc2ccc3c(c2)CC(=O)N([C@H](C)CO)C[C@@H](C)[C@H](CN(C)S(=O)(=O)c2ccc(F)cc2)O3)cc1	5
O=C(CN1C(=O)c2cccc3cccc1c23)Nc1ccc(S(=O)(=O)N2CCOCC2)cc1	14
N#Cc1ccccc1OCCCn1cnc2ccccc21	3
O=[N+]([O-])c1ccccc1NCCNS(=O)(=O)c1ccc(Br)cc1	-6
COCCOC(=O)N1C(=O)[C@@]2(c3cc(C#CC4=CCCCC4)ccc31)[C@H](C(=O)NC[C@H](O)c1ccccc1)[C@H]1C(=O)O[C@H](c3ccccc3)[C@H](c3ccccc3)N1[C@@H]2c1ccccc1OCCO	65
COc1ccc(NC(=O)N(C)C[C@@H]2OCc3cn(nn3)CCCC(=O)N([C@H](C)CO)C[C@H]2C)cc1	17
C[C@H]1CN([C@@H](C)CO)C(=O)c2cccc(NC(=O)C3CC3)c2O[C@H]1CN(C)S(=O)(=O)c1cn(C)cn1	-4
COc1ccc(NC(=O)Nc2ccc(OC)c(OC)c2)cc1OC	20

Source: PubChem
